Mtb RmlCD inh – M. tuberculosis RmlC/RmlD inhibition; P9WH09+P9WH11; RmlC+RmlD coupled enzyme assay, percent inhibition; primary screen in compound mixtures; inhibition, % at 3.6 µM; 0.03% of 160,000 active; AID 1533; in the data active means inhibition mostly above about 34%, no sharp cut-off; inconclusive means no clear call, values can overlap the other calls; inactive means mostly below about 22%; further: some results filed as inactive read as strong as hits
Target sequence (P9WH09 whole entry, looked up): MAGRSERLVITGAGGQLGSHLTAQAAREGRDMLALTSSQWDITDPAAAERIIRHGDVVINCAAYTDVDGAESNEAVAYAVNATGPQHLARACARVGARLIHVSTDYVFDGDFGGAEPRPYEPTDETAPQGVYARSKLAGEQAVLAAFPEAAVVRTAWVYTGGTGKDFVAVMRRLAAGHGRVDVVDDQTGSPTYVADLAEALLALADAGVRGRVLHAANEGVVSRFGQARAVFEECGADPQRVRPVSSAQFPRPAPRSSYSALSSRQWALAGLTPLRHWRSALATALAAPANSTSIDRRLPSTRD
Target sequence (P9WH11 whole entry, looked up): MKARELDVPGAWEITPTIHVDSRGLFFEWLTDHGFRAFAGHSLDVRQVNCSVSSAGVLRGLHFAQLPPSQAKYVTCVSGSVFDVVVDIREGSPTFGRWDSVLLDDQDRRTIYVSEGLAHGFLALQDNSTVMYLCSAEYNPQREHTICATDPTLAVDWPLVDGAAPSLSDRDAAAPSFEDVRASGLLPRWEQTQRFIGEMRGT
M. tuberculosis GlmU – inhibition of mycobacterial GlmU enzyme – biochemical, glucosamine-1-phosphate acetyltransferase (AID 1376) | M. tuberculosis GlmU acetyltransferase enzyme assay; higher % means a stronger effect | 0.25% of 220,000 active | inhibition, %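 (tested at 30 µM in the primary screen)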; hits with a dose series show IC50 in µM; in the data active means inhibition above about 13%; inconclusive means no clear call, values can overlap the other calls;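 further: 0% = complete reaction with vehicle and 100% = reaction without substrate; strong numbers were not always called active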
An asterisk follows results filed as active; ? = inconclusive; . = no result given; & = joins results of further samples. A portion of the library; count on the stated rates, not on these rows.

SMILES	Mtb RmlCD inh	M. tuberculosis GlmU
CC(C)C(=O)Nc1nnc(-c2ccccc2)o1	6.6	-3.2%
CC12CCC(C(=O)NC3CCCCC3)([C@H](Br)C1=O)C2(C)C (some centres undefined)	-16.2	5.2%
Cn1c(SCC(=O)c2c(N)n(C)c(=O)n(C)c2=O)nnc1-c1ccccc1F	23.4	-2.6%
Cc1ccc(-c2nnc3ccc(SCC(=O)Nc4cc(C)on4)nn23)cc1	.	1.0%
CC1(C)NC(=O)N(CC(O)Cn2c3ccccc3c3ccccc32)C1=O (centres undefined)	-7.3	5.4%
COc1ccccc1OCC(=O)Nc1ccc(S(=O)(=O)Nc2cc(C)nc(C)n2)cc1	4.6	-5.2%
CCOc1ccc(CN2C(=O)c3ccccc3C2C(=O)NCC2CCCO2)cc1 (centres undefined)	-2.5	-4.5%
COc1ccc(/C=N/NC(=O)c2[nH]c(C)c(C(=O)N/N=C/c3ccc(OC)cc3)c2C)cc1	10.7	-5.9%
CCCCn1c(NC(=O)c2ccco2)c(C(=O)OCC)c2nc3ccccc3nc21	-5.7	0.4%
COC(=O)c1cc(OC)c(OC)cc1NC(=S)N1CCN(c2ccccn2)CC1	12.2	3.2%
CCOc1ccc(-c2cn(S(=O)(=O)c3cccc4nsnc34)nc2N)cc1	.	-2.8%
O=c1[nH]ncc2c3ccccc3n(Cc3ccc(F)cc3)c12	.	-1.9%
CCSc1ccccc1C(=O)NCc1ccc(OC)cc1	-8.2	5.2%
CCCS(=O)(=O)c1c(S(=O)(=O)CCC)c2cc(-c3ccncc3)ccn2c1C(=O)OC	2.5	-3.5%
O=C(N/N=C/c1cccnc1)C(=O)N1CCCCCC1	-2.5	0.9%
CCOC(=O)[C@@H]1[C@H]2COc3ccc(Br)cc3[C@@H]2N2C(=O)N(c3cccc(F)c3)C(=O)[C@]12C	.	0.3%
CCn1c(SCc2cccc(C(=O)O)c2)nnc1-c1ccccc1	15.7	2.0%
COCC(C)NC(=O)c1ccccc1OC(C)=O (centres undefined)	-0.2	0.8%
Cc1ccc2[nH]c(C(=O)O)c(NC(=O)[C@@H]3C[C@@H]3c3ccccc3)c2c1	-11.1	3.9%
Cc1cc(C)n(-c2ccc(C(=O)Nc3cccnc3)cc2)n1	-8.3	-0.6%
N#CCCN(C(=O)Nc1ccc(Cl)c(Cl)c1)c1ccccc1	.	2.6%
N#Cc1c(SCC(=O)N2CCCCC2)nsc1SCC(=O)N1CCCCC1	.	3.3%
N#CCCn1c2ccccc2c2nc3ccccc3nc21	6.9	-4.0%
COc1cc(C)c(C(C)C)cc1S(=O)(=O)NCCCn1ccnc1	8.6	4.3%
CCn1nc(NC(=O)c2ccccn2)c2cc3cccc(C)c3nc21	3.9	-3.8%

Part of the list above in order of formula weight, lowest first.
SMILES	Mtb RmlCD inh	M. tuberculosis GlmU
Cc1cc(C)n(-c2ccc(C(=O)Nc3cccnc3)cc2)n1	-8.3	-0.6%
COC(=O)c1cc(OC)c(OC)cc1NC(=S)N1CCN(c2ccccn2)CC1	12.2	3.2%
CCCS(=O)(=O)c1c(S(=O)(=O)CCC)c2cc(-c3ccncc3)ccn2c1C(=O)OC	2.5	-3.5%

Continuation:
SMILES	Mtb RmlCD inh	M. tuberculosis GlmU
CC(C)NC(=O)CC1C(=O)N(Cc2ccccc2)C(C)c2nc3ccccc3n21 (centres undefined)	-7.0	3.1%
COc1ccc(C(C)=O)cc1CC(C(=O)c1ccc(C)c(C)c1)N(C)C (centres undefined)	-1.9	-5.1%
CCC(=O)N1CCN(c2nc(-c3ccc(Cl)cc3)cs2)CC1	.	2.0%
CCOc1ccccc1NC(=O)N1CCCC1C(=O)Nc1nnc(CC)s1 (centres undefined)	5.4	1.5%
CCOc1ccc2nc(NC(=O)C3CCCN(S(=O)(=O)c4cccc5nonc45)C3)sc2c1 (centres undefined)	-6.9	1.9%
CCOC(=O)CNC(=O)Cn1cnc2c(nnn2-c2ccc(F)cc2)c1=O	-0.7	2.8%
O=C(O)/C=C/C(=O)Nc1ccc(Cl)c(C(=O)O)c1	-10.0	0.7%
O=C(COC(=O)CCc1nc2ccccc2c(=O)[nH]1)NC(=O)NC1CCCC1	5.4	6.5%
CCCc1ccc(OCc2ccc(C(=O)NCc3cccnc3)o2)c(OC)c1	-0.8	2.5%
CCOC(=O)c1c(NC(=O)CNCCO)sc(C)c1C	.	-1.3%
O=C1CN(C(=O)COC(=O)c2cccnc2Cl)c2ccccc2N1	-8.1	3.6%
CSc1nnc2c3cc(F)ccc3n(Cc3ccccc3)c2n1	.	1.5%
O=C(O)C1CCCN(S(=O)(=O)c2ccccc2)C1 (centres undefined)	.	1.7%
COc1ccccc1NC(=O)N1CCN(c2ccccn2)CC1	8.5	-1.2%
COc1cccc(C(=O)NC(C)C(c2cccs2)N2CCOCC2)c1 (centres undefined)	8.8	0.9%
COc1ccc(C(=O)c2c[nH]c(C(=O)NCCCn3ccnc3)c2)cc1	-4.1	2.1%
CCCCOC(=O)c1ccc(NC(=O)CSc2nncn2C)cc1	.	2.0%
Oc1ccc(-c2nccc(-c3cccs3)n2)cc1	.	-0.9%
CC(C)(C)OC(=O)NCCCC[C@H](NC(=O)c1[nH]cnc1C(=O)N[C@@H](Cc1ccccc1)C(=O)OC(C)(C)C)C(=O)OC(C)(C)C	-13.9	4.2%
CC1=C(C#N)C(c2ccoc2)C(C(=O)OCc2ccccc2)=C(N)S1 (centres undefined)	.	-1.9%
CCOC(=O)c1sc(=S)n(CC)c1NC(=O)CC	-9.4	2.3%
O=c1[nH]c2ccc(NC(=S)Nc3ccccc3)cc2[nH]1	0.2	1.4%
Cc1ccc(-c2cc(N)n(-c3ccccc3)n2)cc1	-5.1	-5.0%
CCCN1CCN(C(=S)Nc2ccc(S(N)(=O)=O)cc2)CC1	9.9	1.2%
COc1ccc(CCNC(=O)CSc2ccc(-c3cccs3)nn2)cc1OC	-5.2	-6.3%

(listing goes on)
SMILES	Mtb RmlCD inh	M. tuberculosis GlmU
Cc1ccc(OCc2nc(-c3ccccn3)n[nH]2)cc1	-8.5	-11.3%
COC/C=C/C1=CC2=CC(=O)C(C)(OC(=O)CCC(=O)OC)C(=O)C2=CO1 (centres undefined)	-5.6	2.6%
Cc1ccc(S(=O)(=O)NNC(=O)c2sc3nc(C)cc(C)c3c2-n2cccc2)cc1	6.1	2.8%
Cc1ccc(NC(=O)COC(=O)c2cccnc2)c(C)c1	6.6	0.2%
Cc1nc2ccccc2n1/N=C/c1ccc([N+](=O)[O-])o1	.	-0.4%
CCc1nc(SCC(=O)c2ccccc2)c2ccccc2n1	4.9	-8.2%
CCOC(=O)c1sc(NCc2ccco2)c(-c2nc3ccccc3s2)c1N	6.5	-2.0%
COC(=O)c1ccccc1NC(=O)Nc1ccc(C(=O)N2CCCC2)cc1	23.9	0.7%
CCc1ccc(NC(=O)CCc2nc3cccnc3n2Cc2ccc(OC)cc2)cc1	-3.9	0.4%
COCC(C)n1c(C)cc(C(=O)CN2C(=O)NC3(CCCCC3C)C2=O)c1C (centres undefined)	-10.9	-1.8%
CCCCOc1cc(C(=O)NCCN(CC)CC)c2ccccc2n1	.	3.0%&-6.4%
Cc1cc(-c2cccc([N+](=O)[O-])c2)nc2ccccc12	3.0	-0.7%
C=CCn1c(SCc2ccc(C(=O)Nc3ccccc3)cc2)nnc1-c1ccccc1	.	2.0%
O=C(COC(=O)/C=C/c1nc2ccccc2s1)Nc1ccccc1Oc1ccccc1	-9.9	1.2%
Cc1ccc(/C=C/c2nnc(-c3cccc(C)c3)o2)cc1	1.2	-3.4%
O=C(O)COCCN1CCN([C@H](c2ccccc2)c2ccc(Cl)cc2)CC1	-9.6	-2.6%
O=C(NCCc1ccccc1F)[C@@H]1CSC2c3ccccc3C(=O)N21 (some centres undefined)	10.2	2.6%
COCCNC(C(=O)Nc1ccc([N+](=O)[O-])cc1Br)c1ccccc1 (centres undefined)	5.3	1.4%
Cc1ccc(NC(=O)c2ccc(S(=O)(=O)N3CCCC3)cc2)cc1	.	1.2%&-1.4%
CCc1nnc(NC(=O)CCC(=O)NC2CCCc3ccccc32)s1 (centres undefined)	-8.4	8.2%
COc1ccc(-c2csc(NC(=S)NC(=O)/C=C/c3ccccc3)n2)cc1Br	9.7	3.6%
CCCN(CCC)S(=O)(=O)c1ccc(C(=O)Nc2nnc(CSC)o2)cc1	.	7.1%
CC(/C=C1\SC(=S)N(NC(=O)c2ccc(O)cc2)C1=O)=C\c1ccccc1	-13.0	-3.9%
CCCCOc1ccc(C(=O)Nc2cccc(C)n2)cc1	-8.5	.
CN(C)CCCNC(=O)c1cc(C(=O)c2ccc(F)cc2)c[nH]1	3.9	2.2%

Additional compounds follow:
SMILES	Mtb RmlCD inh	M. tuberculosis GlmU
O=C(Cn1cc(C(=O)C2CC2)c2ccccc21)NC1CCCC1	22.5	-4.1%
CN1C(=O)CC[C@H]1c1cccnc1	.	0.5%
CC(C)c1ccc(-n2cnn(-c3ncccc3[N+](=O)[O-])c2=O)cc1	.	0.3%
Cn1c(=O)n(C)c2cc(NC(=O)c3cc4ccccc4o3)ccc21	8.8	4.1%
O=C(Nc1cccnc1)c1ccc(Cl)c(S(=O)(=O)N2CCc3ccccc32)c1	-6.0	-2.6%
CC(C)COc1ccc(/C=C2/Sc3ccccc3C2=O)cc1	12.6	-0.5%
CCOc1ccc(OCCSc2nc3ccccc3c(=O)[nH]2)cc1	-6.5	0.3%
CN(C)CCNC(=O)NC(=O)c1ccc(Cl)cc1	3.3	-0.9%
CCCCCCCC(=O)OC(CN1CCCCC1)CN1CCCC1=O (centres undefined)	.	-4.0%
Clc1ccc(Oc2ncnc3oc(-c4ccccc4)cc23)cc1	1.4	0.8%
COc1cccc(Nc2ncnc3c2cnn3-c2cccc(C)c2)c1	.	2.5%
Cc1ccc(-c2nn3c(C)nnc3c3ccccc23)cc1S(=O)(=O)NCCN1CCOCC1	7.2	1.6%
O=C(CCN1C(=O)C2C3C=CC(C3)C2C1=O)Nc1nccs1 (centres undefined)	2.1	-0.9%
CCC1Oc2ccc(C)cc2N(CC(=O)NCCN2CCCCCC2)C1=O (centres undefined)	-3.6	-9.5%
CCC(=O)N1CCN(c2ccc(NC(=O)c3cccs3)cc2)CC1	.	1.6%
COC(=O)/C=c1/s/c(=C(/C#N)C(=O)N2CCCCC2)n(-c2ccccc2)c1=O	4.0	3.1%
Cc1ccc2cc(CNC(C)(C)C)c(=O)[nH]c2c1	?	3.6%
Cc1ccccc1-n1c(C)nnc1SCC(=O)N(C)C1CCS(=O)(=O)C1 (centres undefined)	1.7	-0.8%
CCc1ccc(NC(=O)CC2C(=O)N(c3ccc(C)cc3)C(=O)N2CCc2ccncc2)cc1 (centres undefined)	-12.0	0.3%
CN(C)/C=C(\C#N)C(=O)N/N=C/c1ccccc1	-1.3	2.9%
O=C(Nc1ccc(N2CCN(C(=O)c3ccc(Cl)cc3)CC2)cc1)c1ccc2c(c1)OCCO2	-1.4	-3.0%
O=C(Nc1ccc(S(=O)(=O)Nc2ncccn2)cc1)c1ccc2ncsc2c1	11.6	-1.5%
CCC(=O)c1ccccc1OCCSc1nc(C)cc(=O)[nH]1	3.7	1.0%
Cc1cc(C)cc(OC(=O)N2CCOCC2)c1	4.8	2.6%
COc1ccc(NC(=O)N(Cc2cc3ccc(OC)cc3[nH]c2=O)CC2CCCO2)cc1 (centres undefined)	20.9	0.5%

Of the compounds above, 2 contain a tert-butyl group:
SMILES	Mtb RmlCD inh	M. tuberculosis GlmU
CC(C)(C)OC(=O)NCCCC[C@H](NC(=O)c1[nH]cnc1C(=O)N[C@@H](Cc1ccccc1)C(=O)OC(C)(C)C)C(=O)OC(C)(C)C	-13.9	4.2%
Cc1ccc2cc(CNC(C)(C)C)c(=O)[nH]c2c1	?	3.6%

Back to the main list; the five compounds before the break are reprinted first.
SMILES	Mtb RmlCD inh	M. tuberculosis GlmU
O=C(Nc1ccc(N2CCN(C(=O)c3ccc(Cl)cc3)CC2)cc1)c1ccc2c(c1)OCCO2	-1.4	-3.0%
O=C(Nc1ccc(S(=O)(=O)Nc2ncccn2)cc1)c1ccc2ncsc2c1	11.6	-1.5%
CCC(=O)c1ccccc1OCCSc1nc(C)cc(=O)[nH]1	3.7	1.0%
Cc1cc(C)cc(OC(=O)N2CCOCC2)c1	4.8	2.6%
COc1ccc(NC(=O)N(Cc2cc3ccc(OC)cc3[nH]c2=O)CC2CCCO2)cc1 (centres undefined)	20.9	0.5%
CC(C)CCNC(=O)C(=O)NCc1ccccc1	-4.9	-0.8%
CCN1C(=O)CC(C(=O)Nc2ccc(F)cc2)SC1=Nc1cccc(OC)c1 (centres undefined)	9.6	.
Cn1c(-c2ccccc2)c(C(=O)CC#N)c2ccccc21	4.9	5.4%
CN1CCN(c2cc(=O)n(C3CCCCC3)c(=O)[nH]2)CC1	.	-0.2%
Nc1c(-c2ccccc2)c(CSc2nc3ccccc3[nH]2)nn1-c1ccc(Cl)cc1	-0.4	1.8%
Cc1ccc(SCc2cc(=O)n3[nH]cnc3n2)cc1	.	2.4%
CC(=O)c1cccc(NC(=O)Nc2ccc3c(c2)N(C)C(=O)CS3)c1	7.1	5.2%
COc1ccc(-c2noc(-c3cccs3)n2)cc1OC	7.1	-5.6%
COc1ccc(N2CCC(CNC(=O)Nc3ccccc3)C2)cc1 (centres undefined)	.	-3.9%
O=C(CNC(=O)c1ccco1)NCC(=O)OCc1ccccc1Br	3.4	2.7%
COc1ccc(CCN2C(=O)C(Oc3ccccc3C)C2c2ccc3c(c2)OCO3)cc1OC (centres undefined)	-6.0	-1.4%
COc1cccc(C(=O)/C=C/Nc2ccc(S(=O)(=O)Nc3cccc(C(C)=O)c3)cc2)c1	.	-3.9%
CCOC(=O)C1CCCN(Cc2nc(N)nc(Nc3ccc(Cl)cc3)n2)C1 (centres undefined)	-4.9	-2.6%
Clc1ccc(-c2c[n+](Cc3ccc(Cl)cc3Cl)c3n2CCCCC3)cc1	.	-8.7%
C=CCn1c(SCC(N)=O)nc2scc(-c3ccc(C)o3)c2c1=O	.	0.5%
CSc1ccc(S(=O)(=O)NCc2ccc(C)cc2)cc1	16.5	1.1%
